Assay outcomes: PubChem, Sanford-Burnham Center for Chemical Genomics
CHOP UPR activ: apoptotic UPR (CHOP) activation. CHO-CHOP luciferase reporter, luminescence; percent of tunicamycin response over DMSO baseline. activation, % at 10 µM. 330,000 tested, 0.34% active. AID 449763;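 active means at 10 µM dose, activation of 40% or more, normalized to positive control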;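 further: 100% = tunicamycin at 10 µg/mL and 0% = DMSO alone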
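Test system: CHO CHOP reporter cells. Input: 500 CHO-CHOP cells per well. Medium: F12 with 10% FBS. Technique: luciferase luminescence. Measure: percent activation relative to tunicamycin control. Dosing: 10 µM compound, 0.5% DMSO. Timing: 16-18 h cell attachment, then 6 h compound exposure, 37 °C.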
EBI2 block: antagonists of human EBI2 receptor; EBI2 beta-arrestin recruitment, luminescence, 7a,25-OHC stimulated; P32249; inhibition, % at 5 µM; 360,000 tested, 0.81% active; in the data active means inhibition above about 38%;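 further: enzyme fragment complementation signal reports receptor beta-arrestin coupling in cells; 0% = agonist plus DMSO wells and 100% = wells without agonist; some results beyond the cut were filed as inactive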
Target sequence (P32249 whole entry, looked up, the tested form may be a part): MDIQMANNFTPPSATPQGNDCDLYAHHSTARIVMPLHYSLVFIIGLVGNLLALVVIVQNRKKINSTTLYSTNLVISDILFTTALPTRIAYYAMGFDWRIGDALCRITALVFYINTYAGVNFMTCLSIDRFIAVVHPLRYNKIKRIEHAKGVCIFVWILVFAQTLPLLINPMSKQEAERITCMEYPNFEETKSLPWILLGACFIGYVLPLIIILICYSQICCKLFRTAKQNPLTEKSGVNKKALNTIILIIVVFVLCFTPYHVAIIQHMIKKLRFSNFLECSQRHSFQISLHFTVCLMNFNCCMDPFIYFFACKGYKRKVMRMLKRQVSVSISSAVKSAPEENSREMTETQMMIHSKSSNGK
XBP1 UPR activ: adaptive UPR (XBP1) activation; CHO-XBP1 luciferase reporter, IRE1-XBP1 UPR activation, luminescence; percent of tunicamycin response, DMSO as zero; activation, % at 20 µM; 330,000 tested, 0.33% active; AID 463104;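 active means versus positive control, 20 µM dose yields 30% or more activation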;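 further: 100% = tunicamycin at 10 µg/mL and 0% = DMSO only wells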
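assay system = CHO-XBP1 luciferase reporter cells | amount = 1000 cells/well | buffer or medium = F12 plus 10% FBS | compound dosing = single point, 20 µM final compound, 1% DMSO | incubation = 16-18 h cell attachment at 37 °C, then 6 h compound exposure | detection = Steady-Glo luminescence read | controls = tunicamycin 10 µg/mL and vehicle-only wells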
APJ antagonist: blocks the human apelin receptor APJ | P35414 | CHO-K1 APJ beta-arrestin complementation, luminescence | inhibition, % at 20 µM | 330,000 tested, 0.32% active;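 active means inhibition above about 40% at 20 µM, limit read from the data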;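 further: cells challenged with 10 nM apelin-13 agonist together with compound; plate controls were apelin-13 plus DMSO wells for no effect and DMSO wells lacking apelin-13 for full effect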
Target sequence (P35414 whole entry, looked up): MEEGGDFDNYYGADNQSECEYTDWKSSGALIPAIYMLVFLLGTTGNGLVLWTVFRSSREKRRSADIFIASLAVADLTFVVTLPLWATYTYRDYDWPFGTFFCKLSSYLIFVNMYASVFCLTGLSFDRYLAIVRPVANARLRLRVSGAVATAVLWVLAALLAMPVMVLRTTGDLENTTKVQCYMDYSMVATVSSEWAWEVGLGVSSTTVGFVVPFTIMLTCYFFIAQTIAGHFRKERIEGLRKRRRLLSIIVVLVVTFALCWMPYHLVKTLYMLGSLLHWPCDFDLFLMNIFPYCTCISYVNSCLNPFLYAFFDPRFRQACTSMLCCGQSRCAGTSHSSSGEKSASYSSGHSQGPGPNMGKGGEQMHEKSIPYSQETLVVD
CXCR6 block: blocks human CXCR6 beta-arrestin recruitment. CHO-K1 PathHunter CXCR6 beta-arrestin, luminescence. inhibition, % at 20 µM. AID 602244. 360,000 tested, 0.36% active. O00574; in the data active means inhibition above about 34%, passing the limit was not always enough;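 further: antagonist mode with CXCL16 agonist at 10 nM final; 0% = 10 nM CXCL16 with DMSO and 100% = unstimulated wells without agonist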
Mdm2-MdmX inh: human Mdm2/MdmX binding inhibition; 330,000 tested, 3% active; inhibition, % at 8 µM; AID 485346; SaOS-2 split-luciferase Mdm2/MdmX complementation, luminescence;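 active means inhibition of at least 50% at 8 µM in the primary screen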
tim23-1 inh: growth inhibitors of tim23-1 mutant yeast | S. cerevisiae tim23-1 growth, BacTiter-Glo luminescence, 24 h | inhibition, % at 20 µM | 330,000 tested, 1.3% active | AID 463212;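 active means growth inhibition of the mutant yeast at or above 50%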;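 further: temperature-sensitive mutant grown at 25 °C; plate controls were DMSO-treated mutant yeast for no effect and medium wells lacking yeast for full effect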
APJ agonist: agonists of human APJ apelin receptor | activation, % at 20 µM | CHO-K1 APJ PathHunter beta-arrestin, luminescence; 0% DMSO wells, 100% apelin | P35414 | 330,000 tested, 0.11% active;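 active means activation more than six SD over the plate average, tested at 20 µM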;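 further: 0% = DMSO alone and 100% = apelin-13 at 10 nM; some results filed as inactive read as strong as hits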
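Material: CHO-K1 APJ beta-arrestin complementation cell line; Input: cell density 1000 per well; Incubation: compound stimulation 90 min at 25 °C, detection 60 min; Signal: luminescence from split beta-galactosidase complementation, Galacton Star/Emerald II substrate; Controls: DMSO-only wells as negative, 10 nM Apelin-13 as positive control.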
CCR6 antagonist: blocks CCL20-driven beta-arrestin recruitment at human CCR6. P51684. CHO-K1 CCR6 PathHunter beta-arrestin, luminescence, CCL20-stimulated. inhibition, % at 20 µM. 340,000 tested, 0.49% active;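 active means compounds whose inhibition of the agonist-driven luminescence signal at 20 µM reaches about 50%, limit read from the data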;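 further: cells stimulated with CCL20 at 14 nM final; plate controls were DMSO with CCL20 for no effect and DMSO without agonist for full effect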
Active calls of the source: *; nt = not tested or not shown. The list is partial; the hit share may differ from the screen's.

item	mol	CHOP UPR activ	EBI2 block	XBP1 UPR activ	APJ antagonist	CXCR6 block	Mdm2-MdmX inh	tim23-1 inh	APJ agonist	CCR6 antagonist
1	O=C(NCc1ccccn1)c1ccc(CS(=O)(=O)Cc2ccc(Cl)cc2)o1	-0.8	-1	-4	2	0	7	-5	-3	10
2	Cc1noc2ncnc(Sc3ccccc3Cl)c12	19	-52	-4	18	3	70*	6	-1	1
3	c1ccc(CCNc2ncnc3scc(C4COc5ccccc5O4)c23)cc1 (stereo not given)	-0.6	87*	4	14	-6	29	10	-3	4
4	Cc1ccc(NS(=O)(=O)c2sc3ccc(Cl)cc3c2C)cc1	-1.5	-3	-4	-13	-20	17	41	-1	4
5	CC12CN(Cc3ccccc3)CC(C)(CN(Cc3ccccc3)C1)C2=NO	-4.8	-1	-1	-7	2	6	0	-5	-4
6	CCCN(CCC)CCCNC(=O)Cn1cnc2sc(C)c(S(=O)(=O)N3CCOCC3)c2c1=O	-0.2	-6	0	15	2	-27	13	-2	-1
7	CNc1nc(Cl)nc(NC(C)(C)C)n1	1.3	-7	2	-3	2	1	-5	0	-1
8	O=C(COC(=O)c1ccc([N+](=O)[O-])o1)Nc1nc2ccccc2s1	1.9	-7	0	-46	9	4	-35	11	-5
9	CC(C(=O)N=Nc1c(O)n(C)c2ccc(Br)cc12)n1cnc2ccccc2c1=O (stereo not given)	-1.4	nt	5	4	nt	13	-23	-2	nt
10	O=C(Nc1cccc(F)c1)C1CCN(c2nnnn2-c2ccccc2)CC1	-1.1	7	0	3	-5	10	23	-3	7
11	Cc1ccc(C)c(Cn2c(=O)n(CCCC(=O)NCc3ccco3)c(=O)c3ccccc32)c1	1.2	-1	-1	-15	2	-17	12	2	-1
12	COc1ccc(CCN2C(=O)C3CC=C(C)CC3C2=O)cc1OC (stereo not given)	-2.6	-6	-6	6	-7	18	-4	-3	-8
13	Cc1ccc(Cl)cc1NC(=O)C1CC(=O)N(C(C)C)C1 (stereo not given)	0.9	-18	-3	15	12	7	6	-1	-2
14	COc1ccc(C#Cc2c(-c3ccsc3)oc3ccc(N4CCOCC4)cc23)cc1	-1.4	7	4	-11	-15	14	1	-1	7
15	CCN1CCN(CC(=O)n2c3c(c4ccccc42)CC(C)CC3)CC1 (stereo not given)	0.0	-11	-1	9	-4	15	9	-1	-10
16	CCn1cc(C(=O)N2CCCC(CO)(Cc3ccccc3C)C2)cn1 (stereo not given)	1.9	-1	-2	0	2	5	12	-5	-2

12 structures from above, arranged by number of heavy atoms, smallest number first:
item	mol	CHOP UPR activ	EBI2 block	XBP1 UPR activ	APJ antagonist	CXCR6 block	Mdm2-MdmX inh	tim23-1 inh	APJ agonist	CCR6 antagonist
7	CNc1nc(Cl)nc(NC(C)(C)C)n1	1.3	-7	2	-3	2	1	-5	0	-1
2	Cc1noc2ncnc(Sc3ccccc3Cl)c12	19	-52	-4	18	3	70*	6	-1	1
13	Cc1ccc(Cl)cc1NC(=O)C1CC(=O)N(C(C)C)C1 (stereo not given)	0.9	-18	-3	15	12	7	6	-1	-2
4	Cc1ccc(NS(=O)(=O)c2sc3ccc(Cl)cc3c2C)cc1	-1.5	-3	-4	-13	-20	17	41	-1	4
8	O=C(COC(=O)c1ccc([N+](=O)[O-])o1)Nc1nc2ccccc2s1	1.9	-7	0	-46	9	4	-35	11	-5
16	CCn1cc(C(=O)N2CCCC(CO)(Cc3ccccc3C)C2)cn1 (stereo not given)	1.9	-1	-2	0	2	5	12	-5	-2
5	CC12CN(Cc3ccccc3)CC(C)(CN(Cc3ccccc3)C1)C2=NO	-4.8	-1	-1	-7	2	6	0	-5	-4
3	c1ccc(CCNc2ncnc3scc(C4COc5ccccc5O4)c23)cc1 (stereo not given)	-0.6	87*	4	14	-6	29	10	-3	4
9	CC(C(=O)N=Nc1c(O)n(C)c2ccc(Br)cc12)n1cnc2ccccc2c1=O (stereo not given)	-1.4	nt	5	4	nt	13	-23	-2	nt
14	COc1ccc(C#Cc2c(-c3ccsc3)oc3ccc(N4CCOCC4)cc23)cc1	-1.4	7	4	-11	-15	14	1	-1	7
11	Cc1ccc(C)c(Cn2c(=O)n(CCCC(=O)NCc3ccco3)c(=O)c3ccccc32)c1	1.2	-1	-1	-15	2	-17	12	2	-1
6	CCCN(CCC)CCCNC(=O)Cn1cnc2sc(C)c(S(=O)(=O)N3CCOCC3)c2c1=O	-0.2	-6	0	15	2	-27	13	-2	-1

Compound profiles, from the list above. Order of screens: CHOP UPR activ | EBI2 block | XBP1 UPR activ | APJ antagonist | CXCR6 block | Mdm2-MdmX inh | tim23-1 inh | APJ agonist | CCR6 antagonist
Cc1ccc(C)c(Cn2c(=O)n(CCCC(=O)NCc3ccco3)c(=O)c3ccccc32)c1 as listed: 1.2 | -1 | -1 | -15 | 2 | -17 | 12 | 2 | -1
CC(C(=O)N=Nc1c(O)n(C)c2ccc(Br)cc12)n1cnc2ccccc2c1=O (stereo not given) as listed: -1.4 | nt | 5 | 4 | nt | 13 | -23 | -2 | nt

(further entries)
item	mol	CHOP UPR activ	EBI2 block	XBP1 UPR activ	APJ antagonist	CXCR6 block	Mdm2-MdmX inh	tim23-1 inh	APJ agonist	CCR6 antagonist
17	Cc1ccccc1NS(=O)(=O)c1cccc(-c2nnc(-c3ccccc3)o2)c1	-1.2	5	-3	3	10	-17	14	-4	11
18	CCc1cc(C(=O)OC)c(NC(=O)C2CC(=O)NN2Cc2ccccc2)s1 (stereo not given)	-1.0	-6	1	17	1	8	28	-1	-12
19	Cn1c(C(=O)N2CCCCCC2)cc2c(=O)n(C)c3ccccc3c21	-0.9	-2	2	-62	1	13	7	1	-10
20	O=C(CSc1cccc[n+]1[O-])NN(c1ccccc1)c1ccccc1	0.5	-7	0	-12	-3	-14	-2	-7	-2
21	C=CCCCCCCCCC(=O)Nc1c[nH]c(=O)[nH]c1=O	-0.4	4	1	-32	-6	1	3	7	-3
22	COc1ccccc1COCC(O)CN1CCCCC1CO (stereo not given)	-1.9	1	-1	13	3	14	18	-3	2
23	c1cc(CNC23CC4CC(CC(C4)C2)C3)ccn1	1.8	-8	-3	-6	-1	-13	-27	-5	-4
24	Nc1ncccc1OCc1ccc(Cl)c(Cl)c1	2.2	-6	-3	-2	-2	-53	16	4	7
25	CCOCCCn1c(=N)c(S(=O)(=O)c2ccccc2)cc2c(=O)n3cc(C)ccc3nc21	0.9	10	7	-18	15	7	28	1	18
